m-calpain inh: blocks pig calpain II enzyme activity. inhibition, % at 16 µM. 0.37% of 220,000 active. purified calpain II, fluorogenic peptide substrate, 30 min;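 active = inhibition above about 50%, limit read from the data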
zfTRPN1 agonist: activates the zebrafish TRPN1 channel | HEK293 zebrafish TRPN1-YFP, Fluo-8 calcium fluorescence; 100% = response to 87 µM carbachol | activation, % at 3 µM | 0.18% of 220,000 active | AID 1424;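 active = activation above its plate's cutoff, the mean activation of test wells on that plate plus 3 SD, cut at about 19% in these data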;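 also: 0% = DMSO alone and 100% = 87 µM carbachol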
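Material: zebrafish TRPN1-YFP in HEK293 cells. Doses: one dose of 3 µM, 0.3% DMSO. Incubation: dye 1 h 37 °C plus 30 min RT. Measured by: intracellular calcium fluorescence with Fluo-8.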
BaF3 tox: parental Ba/F3 viability inhibition as JAK2V617F counter-screen; CellTiter-Glo ATP luminescence; 1.1% of 220,000 active; inhibition, % at 5.6 µM; AID 1486;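 active = inhibition above a per-campaign cutoff, the mean inhibition of all tested compounds plus 3 SD, cut at about 27% in these data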;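 also: 0% = DMSO wells and 100% = JAK Inhibitor I control wells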
EP2 modulator: modulates human prostaglandin E2 receptor EP2 signaling | P43116 | 0.83% of 260,000 active | induction, % at 25 µM | EP2-expressing cells, cAMP HTRF FRET, PGE2 co-stimulation;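 active = compounds whose cAMP rise, as percent of the full-agonist control response, exceeds 60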;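 also: rat C6 glioma line stably carrying human EP2 under a CMV promoter; the protocol text gives 20 µM as final concentration; 100% = response of wells given 1 µM PGE2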
Target sequence (P43116 whole entry, looked up): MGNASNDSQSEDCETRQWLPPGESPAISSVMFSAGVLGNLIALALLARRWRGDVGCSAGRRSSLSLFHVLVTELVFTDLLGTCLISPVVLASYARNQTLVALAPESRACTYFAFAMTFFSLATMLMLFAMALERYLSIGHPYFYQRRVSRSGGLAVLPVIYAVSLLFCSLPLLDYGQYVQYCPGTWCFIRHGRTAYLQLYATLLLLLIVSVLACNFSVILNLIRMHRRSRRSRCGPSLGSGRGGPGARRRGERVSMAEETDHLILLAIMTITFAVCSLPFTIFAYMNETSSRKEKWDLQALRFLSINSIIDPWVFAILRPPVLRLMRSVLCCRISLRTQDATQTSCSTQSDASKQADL
S1P4 agonist: human S1P4 receptor agonism; O95977; S1P4-expressing cell line, agonist reporter assay; activation, % at 4.98 µM; 0.35% of 220,000 active; AID 1509; in the data active = activation above about 11%;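 also: 0% = DMSO vehicle and 100% = reference agonist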
S1P4 antag: human S1P4 receptor antagonism | O95977 | S1P4-expressing cells, antagonist mode, reporter read-out | inhibition, % at 4.98 µM | 0.26% of 220,000 active | AID 1510; in the data active = inhibition above about 29%;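 also: 0% = wells stimulated with agonist and 100% = vehicle wells without agonist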
PERK inhibitor: inhibitors of human PERK kinase | Q9NZJ5 | CHO PERK-DD fusion, SEAP luminescence translation reporter | inhibition, % at 5.6 µM | 0.17% of 220,000 active | AID 1416;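 active = inhibition above the mean inhibition of all tested compounds plus 3 SD, set separately per screening campaign, cut at about 2.9% in these data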;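 also: PERK kinase domain activated by AP20187 dimerizer at 100 nM; 0% = DMSO with dimerizer and 100% = rapamycin at 8.4 µM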
Ba/F3 V617F tox: reduce viability of Ba/F3 cells dependent on JAK2V617F; Ba/F3 EpoR-JAK2V617F viability, ATP luminescence; inhibition, % at 5.6 µM; 1.1% of 220,000 active;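 active = inhibition above the campaign mean plus 3 SD over all tested compounds, cut at about 24% in these data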;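 also: cytokine-independent growth of Ba/F3 cells driven by EpoR plus mutant JAK2; 0% = DMSO-treated cells and 100% = JAK inhibitor I control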
TRPML3 agonist: agonists of human TRPML3 channel; Q8TDD5; HEK293 TRPML3-YFP, Fluo-8 calcium fluorescence; 100% = the carbachol control signal; activation, % at 3 µM; 0.29% of 220,000 active;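 active = activation above its plate's cutoff, the mean activation of the plate's test wells plus 3 SD, cut at about 12% in these data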;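 also: 0% = DMSO only wells and 100% = carbachol wells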
Target sequence (Q8TDD5 whole entry, looked up): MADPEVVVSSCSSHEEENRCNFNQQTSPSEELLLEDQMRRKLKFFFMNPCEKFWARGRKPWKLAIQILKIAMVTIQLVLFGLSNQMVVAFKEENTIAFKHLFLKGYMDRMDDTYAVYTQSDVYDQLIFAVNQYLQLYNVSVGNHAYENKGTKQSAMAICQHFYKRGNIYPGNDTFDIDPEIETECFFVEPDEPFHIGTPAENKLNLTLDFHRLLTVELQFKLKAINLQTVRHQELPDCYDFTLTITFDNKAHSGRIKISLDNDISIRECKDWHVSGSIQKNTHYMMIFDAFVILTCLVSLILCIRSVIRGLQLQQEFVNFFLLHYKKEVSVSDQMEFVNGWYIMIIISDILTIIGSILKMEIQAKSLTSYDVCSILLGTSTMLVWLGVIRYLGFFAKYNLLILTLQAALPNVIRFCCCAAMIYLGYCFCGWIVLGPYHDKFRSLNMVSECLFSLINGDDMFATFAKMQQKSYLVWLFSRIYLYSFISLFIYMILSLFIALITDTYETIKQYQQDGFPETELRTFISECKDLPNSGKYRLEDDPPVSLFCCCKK
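Test system: HEK293 cells stably carrying human TRPML3-YFP; Doses: single dose, 3 µM final nominal compound, 0.3% DMSO final; Schedule: dye loading 1 h 37 °C then 30 min ambient, 125 s read; Technique: Fluo-8 calcium fluorescence; Benchmarks: high control carbachol 87 µM, low control DMSO.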
An asterisk follows results filed as active; . = no result given; & = joins results of further samples.

Compound	m-calpain inh	zfTRPN1 agonist	BaF3 tox	EP2 modulator	S1P4 agonist	S1P4 antag	PERK inhibitor	Ba/F3 V617F tox	TRPML3 agonist
Cc1ccc(OCCn2c(=O)n(C)c3ccccc32)cc1	10	-1.5	6	-22	-0.2	1	0.4	-3	-0.8
O=c1c(C=NCCCn2ccnc2)c(-c2ccccc2)[nH]n1-c1nc2ccccc2s1	-174	1.8	2	-12	2.8	-6	1.1	-2	0.1
COc1ccc(NS(=O)(=O)c2ccc(N3CC(O)=C(c4ccccc4)C3=N)cc2)cc1	0	2.9	-5	-71	1.7	-20	0.5	-2	0.9
CCCOc1ccc(-c2nnc(-c3ccncc3)o2)cc1	-92	0.8	5	8	-0.1	-10	0.3	0	1.4
O=C(CSc1n[nH]c(-c2ccccc2)n1)Nc1ccc(Br)cn1	13	0.9	4	-3	-1.0	2	1.0	0	-0.2
COc1ccc(N2CCN(C(=S)Nc3ccc(C)cc3C)CC2)cc1	-7	0.7	0	-3	-0.1	-5	0.4	0	0.7
COc1cc(C2c3c(oc4ccccc4c3=O)C(=O)N2Cc2cccnc2)cc(OC)c1OC (configuration not stated)	-26	0.3	4	21	0.3	5	1.6	1	0.1
CCO/C(C)=N/n1c2nc3ccccc3nc2c2c(=O)n(CC(C)C)c(C)nc21	-19	0.8	6	17	0.8	-60	-1.1	-5	0.4
O=S1(=O)NC(=NCc2ccccc2)c2ccccc21	-7	0.3	1	22	1.1	-17	0.2	-3	0.3
O=C(Nc1ccc2c(c1)OCCO2)C1CCN(S(=O)(=O)c2ccc3c(c2)OCCO3)CC1	-18	0.2	4	-37	-2.7	-9	-0.4	1	1.8
O=C(N/N=C/c1ccc([N+](=O)[O-])o1)c1cn2ccc3ccccc3c2n1	6	-0.5	4	-62	-1.0	-18	0.2	3	0.9
O=C(O)c1cccc(NCc2cccnc2)c1	-12	-0.6	2	14	2.8	-22	-0.8	-2	0.3
O=C(/C(=C/O)N=Nc1cccc(C(F)(F)F)c1)c1ccccc1	-76	0.8	2	62*	0.5	-13	1.0	1	0.6
O=C(O)C1CC(=O)N(c2ccc(F)c(F)c2)C1 (configuration not stated)	-31	0.1	6	16	3.1	5	-1.2	3	0.5
COc1ccc([C@@H]2[C@@H](C(=O)C(C)(C)C)N3N=Cc4ccccc4[C@@H]3C23C(=O)OC(C)(C)OC3=O)cc1OC	-9	0.5	1	-15	-0.7	-5	0.2	-4	0.4
O=C(c1csc2ccccc12)n1cccn1	14	-1.7	3	11	-2.6	-5	0.7	-3	0.2
Cc1cc(C)cc(OCc2ccc(C(=O)NN)o2)c1	2	-1.8	4	-37	0.0	1	0.3	-2	-0.1
COc1ccsc1C(=O)N1CCN(Cc2ccc3c(c2)OCO3)CC1	9	-0.5	3	-24	-0.4	-25	0.4	0	0.2
O=[n+]1c2c(n([O-])c3c1CCC3)CCCC2	4	-0.3	-2	14	-1.9	-23	1.0	-5	-0.1
CSc1nc(-c2ccccc2)nc(NC(=O)C(C)C)c1C(C)=O	23	-3.1	3	9	0.1	-12	-0.1	-4	-0.5
O=C(NC1=NCCS1)c1cccc(OC(F)F)c1	-3	0.7	6	-20	-1.8	9	0.8	0	0.3
CC(=O)c1nnn(-c2cccc(C#N)c2)c1C	12	-0.9	0	-2	-0.6	-33	0.6	-3	0.0
Cn1cc(C(=O)NCC2COc3ccccc3O2)c(=O)c2cc(S(=O)(=O)N3CCCCC3)ccc21 (configuration not stated)	-36	0.6	4	-18	-1.7	3	-0.8	2	0.5
CCOC(=O)N1CCC(Nc2nc3ccccc3nc2NS(=O)(=O)c2ccc(Cl)cc2)CC1	-66	1.2	4	12	2.9	-24	-0.1	1	0.8
Cc1ccc(-c2csc(NC(=O)c3cnccn3)n2)cc1C	-24	2.3	13	-7	0.8	-22	0.4	-1	1.1
O=C(NCC(=O)N1CCCCC1)c1ccc(Cl)cc1Cl	6	-0.4	1	1	-6.2	0	-0.3	-2	0.2
CCSCc1nnc(SCC(=O)c2ccc(OC)cc2)n1C	14	0.4	1	26	1.4	9	0.4	-3	0.1
Cc1cc(C)cc(NC(=O)Cn2c(=O)oc3cc(S(=O)(=O)N4CC(C)CC(C)C4)ccc32)c1 (configuration not stated)	-127	0.6	1	-4	-3.1	-4	0.3	-3	-0.1
Cc1ccc(S(=O)(=O)CCN2C=CC(C(F)(F)F)=NCC2)cc1	13	2.1	1	9	0.3	33*	0.6	1	-0.1
C=COCCNC(=O)C(=O)NCC(C)C	.	-0.7	-2	.	1.2	-7	1.2	-2	0.6

Additional results follow.
Compound	m-calpain inh	zfTRPN1 agonist	BaF3 tox	EP2 modulator	S1P4 agonist	S1P4 antag	PERK inhibitor	Ba/F3 V617F tox	TRPML3 agonist
Cc1cc(=O)[nH]c(SCC(=O)N2CCN(C(c3ccccc3)c3ccccc3)CC2)n1	-12	0.9	4	23	0.5	-3	-0.9	6	-0.2
COc1cc(S(=O)(=O)N(CCc2ccccc2)Cc2cccs2)ccc1-n1cnnn1	-14	-1.5	1	33	2.1	-11	-0.2	3	0.7
N#Cc1c(NC(=O)CSc2nc(N)cc(=O)[nH]2)sc2c1CCCC2	-40	-0.7	6	-1	-0.8	-3	1.3	-2	1.3
CC(C)C1C(c2ccccc2)N(C)C(c2ccccc2)CC1(O)c1ccccc1 (configuration not stated)	-26	0.7	7	16	-4.4	-7	-0.3	-2	0.5
O=C(Nc1ccc(OC(F)(F)F)cc1)c1ccc2nccnc2c1	16	9.4	1	-36	0.8	5	0.4	-1	3.3
O=C(NC(=S)NC1CCCCCCCCCCC1)c1cccnc1	-6	0.5	65*	52	-4.5	-85	0.3	-2	0.7
c1ccc(-c2nc3ccccc3o2)nc1	-15	0.2	1	38	-0.9	-15	0.5	-1	0.4
N#Cc1nc(-c2ccc(OCc3ccc(Cl)cc3)cc2)oc1NCCCn1ccnc1	-4	-0.1	6	-1	0.7	-2	0.7	-1	0.4
O=C(c1ccco1)N1CCN(CC(=O)N2CCCc3c2c(=O)oc2ccc(O)cc32)CC1	-14	1.1	1	14	0.0	-13	1.5	-2	1.2
OC(COc1ccc(C2C=CCC2)cc1)CN1CCCCC1 (configuration not stated)	-31	1.3	4	-1	-1.4	6	-0.4	-1	1.6
O=C(c1cccc(S(=O)(=O)N2CCCC2)c1)N1CCN(c2ccccc2F)CC1	-3	-0.8	5	19	0.8	5	-0.6	1	-1.0
Cc1ccn(CC(=O)N/N=C/c2cc([N+](=O)[O-])ccc2O)n1	9	1.1	7	12	-3.8	-12	0.7	-2	1.1
CCOC(=O)CSc1nc2ccccc2c(=O)n1CCN1CCOCC1	14	0.7	6	34	1.2	0	0.7	0	0.7
CC1=C(C(=O)N2CCOCC2)C(c2ccc(C)cc2)NC(=S)N1 (configuration not stated)	3	0.8	5	7	-0.8	9	0.6	-2	1.1
CCSC1=C(C#N)C(=O)n2c1cc1c2CCCC1	-42	-0.2	3	-18&-47	1.7	0	0.6	0	1.1
Cc1ccccc1NCC(=O)c1ccc(Br)cc1	-17	0.7	6	5	-1.8	5	-0.7	1	-0.3
COc1ccc(NC(=O)c2ccco2)c(NC(=O)Cc2cccs2)c1	0	-1.4	3	-1	3.3	8	-0.7	1	-0.6
Cc1c(NC(=O)C(C)OC(=O)c2cccs2)c(=O)n(-c2ccccc2)n1C (configuration not stated)	20	0.0	10	13	0.2	-13	-0.3	4	0.0
O=C(N/N=C/c1ccccn1)c1cccc(S(=O)(=O)N2CCCC2)c1	13	-0.1	-7	1	1.0	0	0.0	-2	0.5
COc1ccc(OC)c2c(N3CCN(C)CC3)cc(C(F)(F)F)nc12	-254	0.4	4	-14	1.1	4	0.2	-2	-0.2
N#CCCn1cc(/C=N/NC(N)=S)c(-c2ccc(Br)cc2)n1	-30	1.6	3	-41	-0.5	1	0.4	0	0.5
CCCC(=O)Nc1ccc2oc(-c3ccncc3)nc2c1	-392	0.7	6	13	0.1	-12	0.9	1	0.6
CC(=O)c1cc(-c2ccccc2)[nH]c1N1CCCC1	24	0.7	4	-16	-1.9	13	0.5	-2	0.3
COc1ccc(OC)c(N/C(=N/c2nc(C)cc(C)n2)NC(C)=O)c1	4	1.8	-2	3	1.9	-2	0.1	-2	0.6
O=C(COC(=O)Cc1ccc(Br)cc1)NCC1CCCCC1	19	-3.2	7	24	-0.6	-13	1.4	2	-0.3
O=C(COC(=O)c1ccccc1NC(=O)c1ccco1)NC1CCCCC1	-5	-0.4	6	8	-3.5	-3	-0.5	-3	0.3
CCOc1ccc2nc(C(=O)N3CCCC(C)C3)sc2c1 (configuration not stated)	37	-0.4	9	-40	-0.5	15	-1.3	6	0.3
CCCCCC(=O)Nc1ccccc1N1CCN(c2ccccc2)CC1	32	-3.1	0	26	-0.5	-1	-1.7	-2	-1.4
CCOC(=O)CC1=NN(c2ccccc2)C(=O)C1	18	1.1	0	-4	-1.2	-17	-0.1	-5	0.5
Cc1ccc(C(=O)NN2C(=O)C3C4c5ccccc5C(c5ccccc54)C3C2=O)cc1 (configuration not stated)	22	0.1	6	-6	-1.1	-14	0.3	0	0.8

Continuation:
Compound	m-calpain inh	zfTRPN1 agonist	BaF3 tox	EP2 modulator	S1P4 agonist	S1P4 antag	PERK inhibitor	Ba/F3 V617F tox	TRPML3 agonist
N/C(=N\NC(=O)c1ccccc1Cl)c1cc2ccccc2oc1=O	-5	-0.3	0	1	-2.2	-12	1.1	-7	-0.3
Cc1nn(C)c(C)c1/C=N/NC(=O)CCn1nc(C)c([N+](=O)[O-])c1C	-13	0.1	11	18	-0.1	-5	0.0	4	1.1
CC(C)CN(C(=O)CN1CCN(S(=O)(=O)c2ccc3ccccc3c2)CC1)c1c(N)n(CC(C)C)c(=O)[nH]c1=O	-3	0.8	3	6	0.4	1	1.3	-3	0.8
Cc1cc(-c2nc(C)c(-c3nnc(SCC(=O)Nc4cc(Cl)cc(Cl)c4)n3C)s2)no1	-72	1.4	-1	17	0.7	1	0.8	-3	1.0
CCc1nnc(NC(=O)C2CCCN(c3nc4ccccc4s3)C2)s1 (configuration not stated)	-6	0.2	2	-23	1.6	5	-0.8	1	-1.1
O=S(=O)(c1cccs1)N1CN(C2CCCCC2)c2nc3ccccc3nc21	7	1.1	2	5	1.4	-5	-0.2	-1	0.6
CN(c1ccc(C(=O)N2CCOCC2)cc1)S(C)(=O)=O	-3	-0.3	1	-8	0.0	4	0.0	-1	0.7
Cc1cccn2c(Nc3ccccc3)c(-c3ccccn3)nc12	22	-2.3	2	-12	-2.6	16	0.0	-2	-0.2
Cc1ccn2c(=O)c(C(=O)O)cnc2c1	-196	0.5	0	17	2.1	-11	-0.4	-3	1.2
O=C(COC(=O)c1cc[n+]([O-])cc1)Nc1ccc(F)c([N+](=O)[O-])c1	-23	0.3	2	15	-0.7	-6	0.6	-4	0.7

Ordered by the number under m-calpain inh (lowest first): 3 of the compounds above
smiles	m-calpain inh	EP2 modulator	S1P4 agonist	S1P4 antag	PERK inhibitor	TRPML3 agonist
Cc1ccn2c(=O)c(C(=O)O)cnc2c1	-196	17	2.1	-11	-0.4	1.2
Cc1cc(-c2nc(C)c(-c3nnc(SCC(=O)Nc4cc(Cl)cc(Cl)c4)n3C)s2)no1	-72	17	0.7	1	0.8	1.0
CCc1nnc(NC(=O)C2CCCN(c3nc4ccccc4s3)C2)s1 (configuration not stated)	-6	-23	1.6	5	-0.8	-1.1
